# All columns: NCI-60 one-dose screen, growth in % after 48 h at 10 µM unless noted; 100 = growth as untreated, 0 = no growth, -100 = all killed.
# KM12 = KM12 colon cancer cells; 5% of 82,000 active; AID 1794800
# SF-295 = SF-295 CNS cancer cells; AID 1794758; 5.6% of 79,000 active
# SNB-19 = SNB-19 CNS cancer cells. 2.5% of 81,000 active. AID 1794751
# U251 = U251 CNS tumor cells | AID 1794753 | 5.4% of 80,000 active
# HCT-116 = HCT-116 colon cancer; 7.3% of 82,000 active; AID 1794798
# SNB-75 = SNB-75 CNS cancer; 5% of 79,000 active; AID 1794750
# SF-268 = SF-268 CNS cancer cells. 3.1% of 82,000 active. AID 1794759
# HCC-2998 = HCC-2998 colon cancer; 4.7% of 79,000 active; AID 1794799
# SF-539 = SF-539 CNS cancer; 6.8% of 81,000 active; AID 1794752
# * marks the source's active call; other numbers are inactive results; x = no result given; & = joins results of further samples; ! = not active in a repeat; [ ] = dose if it differs, or a comment. The calls were made as follows: active = growth percent below 10; inactive = the rest.
# Start of the data: the first two compounds, ahead of the listing:
# Key to letters: A = KM12; B = SF-295; C = SNB-19; D = U251; E = HCT-116; F = SNB-75; G = SF-268; H = HCC-2998; I = SF-539
COc1cc(OC)c([C@@H]2Nc3cc(-c4cc(OC)c(OC)c(OC)c4)ccc3O[C@H]2CO)c(OC)c1
  A: 99; B: 103; C: 100; D: 103; E: 106; F: 90; G: 98; H: 104; I: 97
C/C(=N\NC(=S)Nc1ccc(C)cc1)c1sc(Nc2cccc(Cl)c2)nc1C
  A: 99; B: 90; C: 98; D: 98; E: 100; F: 76; G: 94; H: 110; I: 101

# The listing (from the top)
# Key to letters: A = KM12; B = SF-295; C = SNB-19; D = U251; E = HCT-116; F = SNB-75; G = SF-268; H = HCC-2998; I = SF-539
COc1cc(OC)c([C@@H]2Nc3cc(-c4cc(OC)c(OC)c(OC)c4)ccc3O[C@H]2CO)c(OC)c1
  A: 99; B: 103; C: 100; D: 103; E: 106; F: 90; G: 98; H: 104; I: 97
C/C(=N\NC(=S)Nc1ccc(C)cc1)c1sc(Nc2cccc(Cl)c2)nc1C
  A: 99; B: 90; C: 98; D: 98; E: 100; F: 76; G: 94; H: 110; I: 101
Nc1ccc(-c2cn3cc(Cl)sc3n2)cc1
  A: 106; B: 115; C: 98; D: 105; E: 101; F: 112; G: 93; H: 112; I: 110
O=C(O)c1cn(C2CC2)c2cc(N3CCN(C(=O)N/N=C/c4ccc(Br)cc4)CC3)c(F)cc2c1=O
  A: 95; B: 95; C: 73; D: 80; E: 83; F: 70; G: 75; H: 95; I: 70
Oc1ccc(Cl)cc1Cc1cc(Cl)ccc1O
  A: 73; B: 41; C: 42; D: 35; E: 2.5*; F: 48; G: 22; H: 51; I: x
Nc1c(C(=O)Nc2cccc(Br)c2)sc2nc3c(cc12)C(O)CCC3 (centres undefined)
  A: 23; B: 34; C: 62; D: 19; E: 16; F: 31; G: 46; H: 32; I: -21*
Cc1ncccc1C(=O)Nc1ccc(-n2cnc3ccccc32)cc1
  A: 103; B: 102; C: 97; D: 97; E: 98; F: 105; G: 96; H: 114; I: 95
CNc1nc(NC)nc(NNC(=O)c2ccccc2)n1
  A: 105; B: 98; C: 93; D: 100; E: 103; F: 90; G: 108; H: 105; I: 104
Nc1nc(C(=O)N/N=C/c2ccccc2)nn1-c1ccc(S(N)(=O)=O)cc1
  A: 98; B: 108; C: 101; D: 97; E: 96; F: 91; G: 95; H: 106; I: 101
CCC(COC(=O)CS)(COC(=O)CS)COC(=O)CS
  A: 99; B: 89; C: 110; D: 101; E: 108; F: 80; G: 107; H: 104; I: 108
CCCCC(O)C(F)(F)Cl (centres undefined)
  A: 104; B: 110; C: 104; D: 102; E: 101; F: 86; G: 108; H: 108; I: 107
CCCCOC(=O)c1ccc(Cl)c(Cl)c1
  A: 113; B: 112; C: 104; D: 95; E: 100; F: 95; G: 116; H: 107; I: 106
COc1cc(/C=C2\CC/C(=C\c3cc(CN4CCCC4)c(O)c(OC)c3)C2=O)cc(CN2CCCC2)c1O
  A: 106; B: 110; C: 99; D: 108; E: 92; F: 98; G: 99; H: 95; I: 93
COc1c(F)ccc(C(=O)Nc2ccc3nc(NC(=O)C4CCCN(S(=O)(=O)c5cccc(C(F)(F)F)c5)C4)sc3c2)c1F (centres undefined)
  A: 80; B: 80; C: 73; D: 70; E: 61; F: x; G: 65; H: 107; I: 70
COc1ccc2c(c1)O/C(=C\c1ccccc1OC)C2=O
  A: 86; B: 94; C: 99; D: 82; E: 90; F: 83; G: 92; H: 109; I: 98

# (cont.)
# Key to letters: A = KM12; B = SF-295; C = SNB-19; D = U251; E = HCT-116; F = SNB-75; G = SF-268; H = HCC-2998; I = SF-539
O=Cc1cc2ccccc2c2ccccc12
  A: 105; B: 95; C: 103; D: 95; E: 97; F: 92; G: 92; H: 104; I: 95
CC(C)CCCC(C)C1CCC2C3CCC4CC(NC(=O)C[N+]5(C)CCOCC5)CCC4(C)C3CCC12C (centres undefined)
  A: 105; B: 97; C: 97; D: 95; E: 97; F: 91; G: 108; H: 104; I: 101
O=C(N/N=C/c1ccc(Cl)s1)c1[nH]c2ccc(Br)cc2c1-c1ccccc1
  A: 11; B: 15; C: 33; D: 17; E: -28*; F: 28; G: 42; H: 20; I: 3.4*
CCOc1ccc(N2C(N)=NC(N)=NC2(C)C)cc1
  A: 96&25; B: -32*!; C: 98&40; D: 69&20; E: 63&21; F: -3.9*!; G: 97&42; H: 112&40; I: -29*!
CCCCC[n+]1ccc(SCC(=O)N(C)c2ccc(Oc3ccccc3)cc2)c2ccccc21
  A: 102; B: 91; C: 89; D: 96; E: 93; F: 115; G: 116; H: 100; I: 107
CCOC(=O)c1c[nH]c2cc(Cl)ccc2c1=O
  A: 102; B: 98; C: 104; D: 97; E: 102; F: 86; G: 105; H: 122; I: 108
Cc1ccc(Nc2n[nH]c(=S)s2)c(C)c1
  A: 103; B: 91; C: 106; D: 107; E: 98; F: 118; G: 102; H: 113; I: 107
CCOP1(=O)OCCN(C)c2oc(-c3ccc(C)cc3)nc21 (centres undefined)
  A: 105; B: 103; C: 93; D: 99; E: 110; F: 94; G: 99; H: 104; I: 95
O=C(CCCCCCN1CC(=O)N2[C@@H](C3CCCCC3)c3[nH]c4ccccc4c3C[C@H]2C1=O)NO
  A: 81; B: 89; C: 75; D: 70; E: 27; F: 38; G: 106; H: 94; I: 69
COc1cc(Cc2cnc(N)nc2N)cc(OC)c1OC
  A: 120&107; B: 99&102; C: 99&107; D: 99&113; E: 104&107; F: 111&106; G: 105&105; H: 98&101; I: 98
COc1cc(C(=O)NN=C2c3ccccc3-c3ccccc32)cc(OC)c1OC
  A: 29; B: -0.2*; C: 42; D: 21; E: 20; F: 14; G: 45; H: 78; I: 5.0*
Cc1c(C(=O)N[C@H]2CCCN(Cc3ccccc3)C2)[nH]c2ccc(Cl)cc2c1=O
  A: 103; B: 94; C: 101; D: 91; E: 104; F: 99; G: 96; H: 102; I: 104
C[C@H](c1nc2ccccc2s1)[C@H]1CC[C@H]2[C@@H]3CCC4=CC(=O)CC[C@]4(C)[C@H]3CC[C@]12C
  A: 102; B: 100; C: 98; D: 89; E: 90; F: 82; G: 89; H: 111; I: 94
O=C(NS(=O)(=O)c1ccc(Cl)cc1)n1cc(-c2ccncc2)c(-c2ccc(Cl)c(O)c2)n1
  A: 101; B: 90; C: 102; D: 86; E: 42; F: 61; G: 85; H: 112; I: 82
O=C(Nc1ccc(-c2nc(-c3cccc(O)c3)c(-c3ccnc(Br)c3)[nH]2)cc1)c1ccccc1
  A: 13; B: -56*; C: 23; D: 21; E: 18; F: -2.1*; G: 29; H: 26; I: 17

# (next part)
# Key to letters: A = KM12; B = SF-295; C = SNB-19; D = U251; E = HCT-116; F = SNB-75; G = SF-268; H = HCC-2998; I = SF-539
COc1ccc(-c2cncnc2N)cc1OC
  A: 109; B: 97; C: 108; D: 98; E: 95; F: 88; G: 103; H: 103; I: 107
N=c1n(CCN2CCCCC2)c2ccccc2n1CC(=O)c1ccc(Cl)c(Cl)c1
  A: 119; B: 78; C: 103; D: 101; E: 93; F: 92; G: 112; H: 101; I: 107
CCOC(=O)c1c(NC(=O)NC(C)(C)C)sc2c1CCCC2
  A: 100; B: 84; C: 86; D: 77; E: 90; F: 50; G: 79; H: 112; I: 95
Cc1cc(N/N=C/c2nc(-c3ccccc3)oc2C)c2cc(Br)ccc2n1
  A: 82; B: 95; C: 91; D: 39; E: 42; F: x; G: 95; H: 100; I: 75
CC(C)CSc1nc(NN)c(C#N)c(-c2ccc(F)cc2)n1
  A: 58; B: 45; C: 61; D: 60; E: 69; F: x; G: 63; H: 54; I: 66
Nc1ccc(Br)cc1[N+](=O)[O-]
  A: 122; B: 108; C: 104; D: 100; E: 101; F: x; G: 105; H: 79; I: 103
CCCC(CCC)(C(N)=O)C(=O)O
  A: 106; B: 107; C: 112; D: 106; E: 102; F: 104; G: 102; H: 100; I: 120
O=C(O)c1ccccc1Nc1cccc(Cl)c1
  A: 98; B: 108; C: 103; D: 99; E: 104; F: 75; G: 94; H: 96; I: 104
COc1ccc2c(c1)c(-c1cc(N)n3nc(-c4cn(C)c5ccccc45)cc3n1)cn2C
  A: -61*; B: -73*; C: 4.1*; D: -80*; E: -89*; F: -66*; G: -57*; H: -82*; I: -88*
COc1ccc(NC=O)cc1
  A: 120; B: 102; C: 95; D: 98; E: 97; F: 93; G: 112; H: 100; I: x
COc1cccc(-c2nn(-c3ccccc3)cc2-c2ccnc(N3CCN(C(=O)Nc4ccccc4)CC3)c2)c1
  A: 96; B: 85; C: 89; D: 73; E: 61; F: 92; G: 112; H: 79; I: 80
Cc1ccc(/C=C/C(=O)c2ccc(C)cc2)cc1
  A: 102; B: 107; C: 101; D: 91; E: 80; F: 105; G: 101; H: 93; I: 104
Nc1ccccc1SCc1cc2cc(Cl)ccc2[nH]c1=O
  A: 90; B: 90; C: 87; D: 93; E: 93; F: 97; G: 90; H: 96; I: 90
O=C1CC(c2ccccc2)(c2ccccc2)c2ccccc21
  A: 89; B: 85; C: 100; D: 92; E: 78; F: 87; G: 95; H: 98; I: 99
COc1ccc(CCNC(=S)NN)cc1OC
  A: 94; B: 103; C: 127; D: 105; E: 84; F: 106; G: 96; H: 89; I: 95

# (next part)
# Key to letters: A = KM12; B = SF-295; C = SNB-19; D = U251; E = HCT-116; F = SNB-75; G = SF-268; H = HCC-2998; I = SF-539
CC1(C)C(=O)/C(=C\c2cccnc2)C[C@]2(C)[C@H]3CC[C@@H]4[C@H]5[C@H](C(=O)/C=C/c6cccnc6)CC[C@]5(C(=O)O)CC[C@@]4(C)[C@]3(C)CC[C@@H]12
  A: -82*[100 µM]; B: -76*[100 µM]; C: -83*[100 µM]; D: -82*[100 µM]; E: -57*[100 µM]; F: -97*[100 µM]; G: -35*[100 µM]; H: -76*[100 µM]; I: -57*[100 µM]
O=c1oc2cc(Br)ccc2cc1-c1nc2ccccc2[nH]1
  A: 94; B: 91; C: 94; D: 101; E: 95; F: 77; G: 100; H: 107; I: 88
O=C1c2ccccc2C(=O)c2c(N=Nc3[nH]c(=S)[nH]c3O)cccc21
  A: 17; B: 7.5*; C: 29; D: 13; E: 20; F: -20*; G: 32; H: 30; I: -32*
O=C(Nc1ccncc1)C(=O)c1cn(S(=O)(=O)c2ccc(Cl)cc2)c2ccccc12
  A: 20; B: 13; C: 45; D: 31; E: 15; F: x; G: 42; H: 55; I: 9.3*
C=NNc1ccccc1
  A: 81; B: 100; C: 94; D: 88; E: 81; F: 91; G: 92; H: 95; I: 101
COc1cc2c(cc1OC)C1(NCC2)C(=O)N(Cc2ccc(C)cc2)c2ccccc21 (centres undefined)
  A: 93; B: 101; C: 96; D: 94; E: 92; F: 101; G: 91; H: 103; I: 96
COc1ccc2nc(-c3ccc(-c4noc(-c5cc(OC)c(OC)c(OC)c5)n4)cc3)[nH]c2c1
  A: 55; B: 83; C: 77; D: 25; E: 33; F: 35; G: 50; H: 111; I: -24*
NC(=O)c1ncn(C2OC(COP(=O)(O)O)C(O)C2O)c1N (centres undefined)
  A: 105; B: 126; C: 98; D: 102; E: 120; F: x; G: 115; H: 141; I: 97
CCCSC(=O)Nc1ccc(Cc2ccc(NC(=O)SCCC)cc2)cc1
  A: 103; B: 108; C: 102; D: 108; E: 96; F: 109; G: 104; H: 115; I: 93
Nc1n[nH]c2ccc([C@@H]3Nc4ccc5[nH]ncc5c4[C@H]4[C@H]5CCC(C5)[C@H]43)cc12
  A: 12; B: 14; C: 33; D: 20; E: 9.5*; F: 11; G: 25; H: 26; I: -16*
O=[N+]([O-])c1ccc(F)c(C(F)(F)F)c1
  A: 100; B: 100; C: 112; D: 106; E: 106; F: x; G: 107; H: 103; I: 104
CNC(=O)NCC1OC(n2cnc3c(NC(=O)Nc4ccccc4)ncnc32)C2OC(=O)CC12 (centres undefined)
  A: 106; B: 103; C: 103; D: 96; E: 99; F: 97; G: 100; H: 93; I: 104

# Whole records, looked up by structure:
# Entry for COc1cc2c(cc1OC)C1(NCC2)C(=O)N(Cc2ccc(C)cc2)c2ccccc21 (centres undefined) → KM12 = 93; SF-295 = 101; SNB-19 = 96; U251 = 94; HCT-116 = 92; SNB-75 = 101; SF-268 = 91; HCC-2998 = 103; SF-539 = 96
# Entry for CNC(=O)NCC1OC(n2cnc3c(NC(=O)Nc4ccccc4)ncnc32)C2OC(=O)CC12 (centres undefined) → KM12 = 106; SF-295 = 103; SNB-19 = 103; U251 = 96; HCT-116 = 99; SNB-75 = 97; SF-268 = 100; HCC-2998 = 93; SF-539 = 104
# Entry for CC1(C)C(=O)/C(=C\c2cccnc2)C[C@]2(C)[C@H]3CC[C@@H]4[C@H]5[C@H](C(=O)/C=C/c6cccnc6)CC[C@]5(C(=O)O)CC[C@@]4(C)[C@]3(C)CC[C@@H]12 → KM12 = -82*[100 µM]; SF-295 = -76*[100 µM]; SNB-19 = -83*[100 µM]; U251 = -82*[100 µM]; HCT-116 = -57*[100 µM]; SNB-75 = -97*[100 µM]; SF-268 = -35*[100 µM]; HCC-2998 = -76*[100 µM]; SF-539 = -57*[100 µM]

# Quoted at random: 2 compounds from above, in no set order.
# Key to letters: A = KM12; B = SF-295; C = SNB-19; D = U251; E = HCT-116; F = SNB-75; G = SF-268; H = HCC-2998; I = SF-539
O=C1c2ccccc2C(=O)c2c(N=Nc3[nH]c(=S)[nH]c3O)cccc21
  A: 17; B: 7.5*; C: 29; D: 13; E: 20; F: -20*; G: 32; H: 30; I: -32*
Nc1n[nH]c2ccc([C@@H]3Nc4ccc5[nH]ncc5c4[C@H]4[C@H]5CCC(C5)[C@H]43)cc12
  A: 12; B: 14; C: 33; D: 20; E: 9.5*; F: 11; G: 25; H: 26; I: -16*

# Source: PubChem
